# High-throughput results from PubChem.
# ERp5 block: blocks human ERp5 reductase activity on insulin. AID 651711. ERp5 insulin aggregation, absorbance 650 nm, 90 min. 350,000 tested, 0.05% active. inhibition, % at 9.99 µM;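 active = mean replicate inhibition above about 25%, with every replicate also reaching it, limit read from the data, passing the limit was not always enough; inconclusive = only one of those two criteria met; inactive = neither criterion met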
# Target sequence (Q15084 whole entry, looked up): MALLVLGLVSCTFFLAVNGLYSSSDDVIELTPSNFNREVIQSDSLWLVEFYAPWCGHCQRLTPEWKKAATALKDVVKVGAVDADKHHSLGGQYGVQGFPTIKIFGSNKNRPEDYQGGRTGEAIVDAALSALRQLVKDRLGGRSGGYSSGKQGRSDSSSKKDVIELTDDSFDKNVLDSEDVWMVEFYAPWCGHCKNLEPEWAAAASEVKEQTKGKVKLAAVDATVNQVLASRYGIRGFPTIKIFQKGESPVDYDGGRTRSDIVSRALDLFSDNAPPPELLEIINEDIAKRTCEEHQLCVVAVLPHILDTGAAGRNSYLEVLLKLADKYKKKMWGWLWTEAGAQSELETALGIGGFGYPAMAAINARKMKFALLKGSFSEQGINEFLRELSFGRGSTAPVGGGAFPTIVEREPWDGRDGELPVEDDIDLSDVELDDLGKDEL
# E-sel inducer: induces E-selectin expression in human endothelial cells. activation, % at 7.58 µM. HUVEC E-selectin immunofluorescence imaging; normalized: neutral wells 0, TNF-alpha wells 100. 260,000 tested, 0.37% active;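 active = mean E-selectin-positive cell signal at least 10% of the positive control, reached in at least 60% of replicates, without over 20% cell loss; inconclusive = no rule given, readout overlaps actives, possibly toxicity-flagged; inactive = the rest, including those meeting only one limit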;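 note: in these data hits start at about 27%; measured in HUVEC primary endothelial cells; signal is the percent of cells scored E-selectin positive by PE staining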
#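 Assay system: HUVEC primary endothelial cells. Input: 3,000 HUVEC seeded per well. Doses: one compound dose added by pin transfer. Read-out basis: % PE-positive cells. Benchmarks: TNF-alpha high, DMSO low. Detection: immunofluorescence imaging. Buffer or medium: EGM-2, gelatin.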
# SIRT5 inh: inhibitors of human sirtuin-5 desuccinylase; Q9NXA8; Purified SirT5, succinyl-peptide AMC, trypsin-coupled fluorescence; inhibition, % at 15 µM; 330,000 tested, 1.1% active; AID 652115; in the data active = inhibition above about 15%; inconclusive = no clear call, values can overlap the other calls
# Target sequence (Q9NXA8 whole entry, looked up): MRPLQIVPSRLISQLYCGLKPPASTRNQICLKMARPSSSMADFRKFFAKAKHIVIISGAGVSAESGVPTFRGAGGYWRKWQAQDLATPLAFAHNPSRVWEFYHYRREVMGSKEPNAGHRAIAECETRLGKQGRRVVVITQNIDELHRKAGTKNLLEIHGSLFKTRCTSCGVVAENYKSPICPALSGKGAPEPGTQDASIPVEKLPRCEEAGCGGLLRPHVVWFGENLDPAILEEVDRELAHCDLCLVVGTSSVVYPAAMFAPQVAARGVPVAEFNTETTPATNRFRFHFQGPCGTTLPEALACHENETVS
# C2C12 statin: suppression of simvastatin myotoxicity | C2C12 myotubes + simvastatin, ATP luminescence, 48 h; scaled: DMSO 0, geranylgeraniol control 100 | rescue of ATP level, % at 7.49 µM | 330,000 tested, 0.78% active;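 active = mean ATP rescue above about 67%, or every replicate alone reaching that limit, limit read from the data, passing the limit was not always enough; inconclusive = no clear call, values can overlap the other calls; inactive = mean under the limit and some replicate under it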;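 note: myotubes were challenged with 10 µM simvastatin during compound exposure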
# DENV2 CPE: inhibitors of DENV2 cytopathic effect; 350,000 tested, 1.7% active; AID 651640; DENV2-infected cells, cytopathic effect rescue, plate reader; CPE inhibition, % at 9.99 µM; in the data active = CPE inhibition above about 20%, passing the limit was not always enough; inconclusive = no clear call, values can overlap the other calls; tested in BHK-21 cells;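 note: 0% = median of neutral control wells and 100% = median of positive control wells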
# PglD DTNB: inhibitors of Campylobacter jejuni PglD acetyltransferase; purified PglD enzyme, DTNB colorimetric CoA detection; inhibition, % at 12.5 µM; 360,000 tested, 0.098% active; in the data active = inhibition above about 16%, passing the limit was not always enough; inconclusive = no clear call, values can overlap the other calls; note: strong numbers were not always called active
# S100A4 inh HTS: blocks human S100A4 binding to myosin IIA peptide; P26447; S100A4/TAMRA-MyoIIA peptide fluorescence polarization; inhibition, % at 10.7 µM; 360,000 tested, 0.14% active; AID 652163;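 active = mean inhibition of at least 70% across replicates, with every replicate also reaching that level; inconclusive = mean inhibition reaches 70% but some replicates fall short; inactive = mean inhibition below 70%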
# Target sequence (P26447 whole entry, looked up): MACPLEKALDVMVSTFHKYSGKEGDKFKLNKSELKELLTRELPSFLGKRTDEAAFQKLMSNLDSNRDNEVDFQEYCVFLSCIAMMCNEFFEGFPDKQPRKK
#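 Assay system: human S100A4 monomer with TAMRA-labelled myosin IIA peptide / Buffer or medium: Calcium-containing HEPES buffer, pH 7.2 / Reagent: TAMRA-labelled myosin IIA heavy-chain peptide probe, 5 nM / Compound: one dose per compound / Timing: polarization read 5 min after assay mix addition, stable 5–60 min / Benchmarks: neutral control DMSO, positive control TFP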
# * marks the source's active call; other numbers are inactive results; ? = inconclusive; · = not tested or not shown; & = joins results of further samples. Not all compounds are listed (hit frequency here may not be typical).
SMILES,ERp5 block,E-sel inducer,SIRT5 inh,C2C12 statin,DENV2 CPE,PglD DTNB,S100A4 inh HTS
CCc1nnc(NC(=O)CN2C(=O)NC3(CCCC3)C2=O)s1,-2,·,-16,-1,-1,-3,2
COc1cc(CCCN2C(=O)C(=O)NC[C@@H]2c2ccccc2)cc(OC)c1OC,-4,0.8,-2,1,-2,-2,2
Cc1ccc(C)n1-c1ccc(C(=O)NN)cc1,3,·,7,·,-6,·,-5
C=CCOc1cccc(C2c3c(oc4ccc(F)cc4c3=O)C(=O)N2CCCN2CCOCC2)c1 (stereo not given),-2,-0.2,·,-11,0,0,-7
CC(=O)c1ccc(OCCCC(=O)N2CCN(S(=O)(=O)c3ccc(C)cc3C)CC2)cc1,15,0.0,-1,-6,-1,-6,-3
CCCNC(=O)c1c(CSc2ccccc2)noc1C(=O)NCc1ccccc1,2,0.0,·,-3,10,-1,1
COc1ccc(NC(=O)CN(C)C(=O)c2ccc(S(=O)(=O)Nc3ccccc3F)cc2)cc1,-28,0.1,-1,13,?,-3,1
CCCCC(=O)Nc1nc(C)c(-c2csc(Nc3ccccc3OC)n2)s1,2,0.8,·,-79,·,1,0
C[C@@H]1CCCCO[C@H](CN(C)S(=O)(=O)c2ccc(F)cc2)[C@@H](C)CN([C@H](C)CO)C(=O)c2cc(NC(=O)Nc3ccc(C(F)(F)F)cc3)ccc2O1,-3&2,0.8,-2&1,-15,10&1,-4&-11,-11&-5
Cc1nc(Nc2ccc(S(N)(=O)=O)cc2)sc1-c1ccccc1,-4,·,1,-13,-1,-1,1
Cc1ccc(S(=O)(=O)Cn2nnnc2C(CC(C)C)N2CCN(C3CCCC3)CC2)cc1 (stereo not given),9,·,-12,-54,-1,4,3
CC1(C(=O)NCC2CC2)Cc2c(-c3cccc(C(N)=O)c3)ccnc2O1 (stereo not given),1,-0.4,-4,6,17,6,10
CC(C)C#Cc1ccc2c(c1)O[C@H](CN(C)S(C)(=O)=O)[C@H](C)CN([C@@H](C)CO)S2(=O)=O,3,0.1,1,-17,-2,0,-3
CN(CC(=O)Nc1cccc(F)c1)C(=O)C1CCC(C(=O)N(C)CC(=O)Nc2cccc(F)c2)CC1 (stereo not given),12,·,3,8,-4,2,8
COc1cc(/C=N/NC(=O)c2cccc(S(=O)(=O)N3CCCC3)c2)ccc1O,6,·,4,0,-6,-1,-1
C=CCNC(=O)COC(=O)c1ccc(Cl)c(S(=O)(=O)N(Cc2ccccc2)c2ccccc2)c1,0,·,1,14,8,·,-3
O=C(Nc1ccc(C(=O)O)cc1)/C(=C\c1ccc([N+](=O)[O-])cc1)NC(=O)c1ccco1,5,0.2,·,4,16,9,-1
CCOc1ccc(CCNC(=O)COC(=O)CNS(=O)(=O)c2ccc(NC(C)=O)cc2)cc1OCC,-3,0.0,-7,-2,-16,3,-4
Cc1ccc(-c2cnc3c(c2)C(=O)N([C@H](C)CO)C[C@H](C)[C@H](CN(C)S(C)(=O)=O)O3)cc1,0,0.0,-5,-4,?,-4,8
COc1ccc(CN(C)C[C@@H]2OCCCC[C@@H](C)Oc3ccc(NC(=O)Nc4ccccc4)cc3C(=O)N([C@@H](C)CO)C[C@H]2C)cc1,·,-0.4,·,·,?,4,·
CNC(=S)/N=C/NOCc1c(Cl)cccc1Cl,0,·,-1,0,9,·,-3
C=CCN(C(=O)c1cc(C)cc(C)c1)C1(C(=O)Nc2ccccc2)CCN(C(C)C)CC1,7,·,2,6,0,2,8
CC(C)=CCC[C@H](C)CC1Cc2[nH]c(=S)[nH]c(=O)c2C(c2ccc(F)cc2)O1 (stereo not given in full),0,0.0,-2,-4,-17,6,-3
Cc1noc(C)c1NC(=O)Nc1ccc2c(c1)CC(=O)N([C@@H](C)CO)C[C@@H](C)[C@H](CN(C)S(=O)(=O)c1c(C)noc1C)O2,-7,0.0,0,-17,18,0,9
COc1ccc(C(=O)CN(CCC(=O)O)S(=O)(=O)c2ccc([N+](=O)[O-])cc2)cc1,4,7.7,·,0,-19,-5,5
C[C@H]1CN([C@@H](C)CO)C(=O)Cc2cc(NC(=O)c3ccncc3)ccc2O[C@H]1CN(C)S(=O)(=O)c1cccs1,1,·,-7,-23,8,0,-2
NC(=O)c1ccc(NC(=O)COc2cccc3ccccc23)cc1,5,0.1,·,-2,6,1,2
CCS(=O)(=O)N(C)C[C@@H]1N[C@H](CO)[C@@H]1c1ccc(-c2ccccc2F)cc1,-1,3.7,5,·,5,·,-6
CC(=O)Nc1cccc(OCCCNC(=O)C2CCC2)c1,-2,0.0,-2,-3,?,7,0
COc1ccc(C(=O)NC2=Nc3ccccc3N=C(C)C2c2ccccc2)cc1 (stereo not given),2,0.0,-3,9,10,-2,-12
O=C(OCCc1cc2ccccc2c(=O)o1)N1CCOCC1,0,0.2,·,-2,6,1,2
COCCNC(=O)C[C@H]1C[C@@H]2c3cc(NC(=O)COC)ccc3O[C@@H]2[C@H](CO)O1,-1,0.1,-5,3,6,0,9
CCOc1ccc(OCC(=O)OCC(=O)N2CCN(S(=O)(=O)c3ccc(C)cc3C)CC2)cc1,0,-0.1,-5,-6,-3,2,-4
O=C(O)c1ccc(S(=O)(=O)c2ccc3c(c2)C(=O)N(NC(=O)c2ccccc2)C3=O)cc1,-2,·,1,-6,3,4,0
Cc1cc(NC(=O)COC(=O)Cn2c(C)csc2=O)ccc1Br,2,0.4,0,7,-8,4,-5
O=c1[nH]cnc2c1cnn2Cc1ccccc1Cl,1,·,1,5,-3,0,-4

# For convenience, 16 of the compounds above:
SMILES,ERp5 block,E-sel inducer,SIRT5 inh,C2C12 statin,DENV2 CPE,PglD DTNB,S100A4 inh HTS
CCc1nnc(NC(=O)CN2C(=O)NC3(CCCC3)C2=O)s1,-2,·,-16,-1,-1,-3,2
COc1cc(CCCN2C(=O)C(=O)NC[C@@H]2c2ccccc2)cc(OC)c1OC,-4,0.8,-2,1,-2,-2,2
Cc1ccc(C)n1-c1ccc(C(=O)NN)cc1,3,·,7,·,-6,·,-5
C=CCOc1cccc(C2c3c(oc4ccc(F)cc4c3=O)C(=O)N2CCCN2CCOCC2)c1 (stereo not given),-2,-0.2,·,-11,0,0,-7
CC(=O)c1ccc(OCCCC(=O)N2CCN(S(=O)(=O)c3ccc(C)cc3C)CC2)cc1,15,0.0,-1,-6,-1,-6,-3
CCCNC(=O)c1c(CSc2ccccc2)noc1C(=O)NCc1ccccc1,2,0.0,·,-3,10,-1,1
COc1ccc(NC(=O)CN(C)C(=O)c2ccc(S(=O)(=O)Nc3ccccc3F)cc2)cc1,-28,0.1,-1,13,?,-3,1
CCCCC(=O)Nc1nc(C)c(-c2csc(Nc3ccccc3OC)n2)s1,2,0.8,·,-79,·,1,0
C[C@@H]1CCCCO[C@H](CN(C)S(=O)(=O)c2ccc(F)cc2)[C@@H](C)CN([C@H](C)CO)C(=O)c2cc(NC(=O)Nc3ccc(C(F)(F)F)cc3)ccc2O1,-3&2,0.8,-2&1,-15,10&1,-4&-11,-11&-5
Cc1nc(Nc2ccc(S(N)(=O)=O)cc2)sc1-c1ccccc1,-4,·,1,-13,-1,-1,1
Cc1ccc(S(=O)(=O)Cn2nnnc2C(CC(C)C)N2CCN(C3CCCC3)CC2)cc1 (stereo not given),9,·,-12,-54,-1,4,3
CC1(C(=O)NCC2CC2)Cc2c(-c3cccc(C(N)=O)c3)ccnc2O1 (stereo not given),1,-0.4,-4,6,17,6,10
CC(C)C#Cc1ccc2c(c1)O[C@H](CN(C)S(C)(=O)=O)[C@H](C)CN([C@@H](C)CO)S2(=O)=O,3,0.1,1,-17,-2,0,-3
CN(CC(=O)Nc1cccc(F)c1)C(=O)C1CCC(C(=O)N(C)CC(=O)Nc2cccc(F)c2)CC1 (stereo not given),12,·,3,8,-4,2,8
COc1cc(/C=N/NC(=O)c2cccc(S(=O)(=O)N3CCCC3)c2)ccc1O,6,·,4,0,-6,-1,-1
C=CCNC(=O)COC(=O)c1ccc(Cl)c(S(=O)(=O)N(Cc2ccccc2)c2ccccc2)c1,0,·,1,14,8,·,-3

# Next compounds.
SMILES,ERp5 block,E-sel inducer,SIRT5 inh,C2C12 statin,DENV2 CPE,PglD DTNB,S100A4 inh HTS
O=C(O)c1nc(-c2ccccc2)n(-c2cccc(C(F)(F)F)c2)n1,-1,·,1,-1,-2,·,-3
CCn1c(CSCc2ccc(Cl)cc2)nnc1SCC(=O)Nc1cccc(C(=O)O)c1,2,-0.1,-2,·,-1,·,0
N#C[C@H]1[C@@H](c2ccc(-c3ccncc3)cc2)[C@@H](CO)N1C(=O)C1CC1,-4,0.1,4,3,4,3,6
O=C(Nc1nc(-c2ccccn2)cs1)C1CC1,-4,1.9,-2,-13,-1,-4,-2
CCc1ccc(OCC(=O)NN2Cc3ccccc3C2=N)cc1,-7,3.0,24*,·,2,·,-7
CCC(=O)c1c(NC(CC)CO)cc(C)oc1=O (stereo not given),6,8.6,0,·,11,·,0
C[C@H]1CN([C@@H](C)CO)S(=O)(=O)c2ccc(-c3cncnc3)cc2O[C@H]1CN(C)C(=O)NC1CCCC1,8&-9&-11,-0.1&0.3,-1&1&-3,-9&29&5,?,2&-1&-3,2&-9&-9
O=C1CN(S(=O)(=O)Cc2ccccc2)C[C@H]2[C@@H](c3ccc(C#CC4CC4)cc3)[C@H](CO)N12,-3,0.6,-4,·,-3,·,4
CC(C)=CCC/C(C)=C/CC/C(C)=N/O,·,·,·,-3,·,5,-7
O=C(COc1ccc(S(=O)(=O)N2CCOCC2)cc1Cl)NCCN1CCOCC1,-2,·,1,2,2,-5,-2
COc1ccc(N2C(=O)CC2(/C=C/c2ccccc2OC)C(=O)NC2CCCC2)cc1 (stereo not given),·,-2.9,·,34,·,-1,·
COc1ccc2c3c(n(C)c2c1)[C@@H](CO)N(C(C)=O)CC31CCN(C(=O)c2cnccn2)CC1,3,0.1,-3,·,23*,·,-1
C[C@@H]1CN([C@H](C)CO)C(=O)c2cccc(NC(=O)c3nc4ccccc4s3)c2O[C@@H]1CN(C)C(=O)Nc1cccc2ccccc12,-3,-0.1,3,81*,-6,2,-13
CC(O)CNc1nc(NCc2ccccc2)c2cnn(C)c2n1 (stereo not given),3,·,-3,12,-6,5,-1
CS(=O)(=O)N1[C@@H]2Cn3c(ccc(-c4cccc(F)c4)c3=O)[C@H]1[C@@H](C(=O)N1CCOCC1)[C@@H]2CO,0,0.2,-19,1,8,-3,-4
COCCCNC(=O)c1c[nH]c2ccc(S(=O)(=O)N3CCC(C)CC3)cc2c1=O,-12,-3.6,3,·,·,·,1
C/C(CC(=O)Nc1ccccn1)=N\NC(=O)c1cccc(C)c1,?,0.0,-2,·,13,·,-12
COC(=O)C1=C(C)NC(=O)C1(NS(=O)(=O)c1ccc(C)cc1)C(F)(F)F (stereo not given),-3,·,-2,-9,·,4,-5
O=C(CCNC(=O)N1CC(=O)Nc2ccccc21)Nc1cccc(Cl)c1,-2,·,-4,25,?,1,15
CC(=O)/C(C=Nc1noc(C)c1Br)=C(\C)O,0,·,-6,·,8,·,0
COc1ccc(C(=O)N2CCCC(Nc3ccc(F)cc3)C2)c(OC)c1 (stereo not given),3,-0.3,-3,4,-9,-5,3
C/C=C/c1ccc2c(c1)O[C@H](CN(C)Cc1ccncc1)[C@H](C)CN([C@@H](C)CO)S2(=O)=O,-13,-0.3,1,1,-7,-8,-4
